Source: PubChem (Broad Institute)
esBAF inh – blocks esBAF chromatin remodeling in mouse ES cells. actives 2% (n = 350,000). reporter increase, % at 12.5 µM. Bmi1-luciferase knock-in reporter, 24 h; 100% = twice the neutral-well signal; in the data active means activation above about 40%;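 further: 0% = median of the plate's neutral control wells and 100% = double that signal; a rise in the Bmi1 reporter signal indicates esBAF inhibition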
Cneo AK release – causes C. neoformans cell lysis; AID 651654; actives 0.2% (n = 360,000); adenylate kinase release luminescence, 4 h; normalised: neutral wells 0, clomiphene wells 100; lysis activity, % at 15 µM;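 active means mean lysis activity across replicates of at least 80%, whatever share of replicates individually reach that level; inactive means mean lysis activity below 80%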
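Assay system: Cryptococcus neoformans yeast cells / Dosing: single-point compound dose / Timing: 4 h at 37 °C static, read 1 h later / Measured by: luminescence of released adenylate kinase using an AK detection reagent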
ERp5 block – inhibitors of human ERp5; Q15084; ERp5 insulin aggregation, absorbance 650 nm, 90 min; inhibition, % at 9.99 µM; actives 0.05% (n = 350,000); AID 651711;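 active means mean replicate inhibition above about 25%, with every replicate also reaching it, limit read from the data, passing the limit was not always enough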
Target sequence (Q15084 whole entry, looked up): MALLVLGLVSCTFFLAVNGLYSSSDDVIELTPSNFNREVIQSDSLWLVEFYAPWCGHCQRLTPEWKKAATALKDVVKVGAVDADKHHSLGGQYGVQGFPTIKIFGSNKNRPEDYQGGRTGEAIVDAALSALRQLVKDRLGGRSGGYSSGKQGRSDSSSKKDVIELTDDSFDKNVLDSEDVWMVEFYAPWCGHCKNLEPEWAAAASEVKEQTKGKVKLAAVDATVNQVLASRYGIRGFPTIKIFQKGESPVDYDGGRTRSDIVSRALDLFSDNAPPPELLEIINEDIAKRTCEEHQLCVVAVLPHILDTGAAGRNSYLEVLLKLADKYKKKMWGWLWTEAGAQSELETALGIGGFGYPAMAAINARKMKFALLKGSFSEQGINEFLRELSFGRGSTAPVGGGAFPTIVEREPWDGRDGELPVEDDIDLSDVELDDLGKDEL
Statin myotox sup – protects C2C12 myotubes from simvastatin toxicity. ATP luminescence, 48 h; scaled: DMSO 0, geranylgeraniol control 100. rescue of ATP level, % at 7.49 µM. actives 0.78% (n = 330,000). AID 602340;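 active means mean ATP rescue above about 67%, or every replicate alone reaching that limit, limit read from the data, passing the limit was not always enough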;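 further: myotubes were challenged with 10 µM simvastatin during compound exposure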
SIRT5 inh – inhibitors of human sirtuin-5 desuccinylase | Q9NXA8 | Purified SirT5, succinyl-peptide AMC, trypsin-coupled fluorescence | inhibition, % at 15 µM | actives 1.1% (n = 330,000) | AID 652115; in the data active means inhibition above about 15%
Target sequence (Q9NXA8 whole entry, looked up): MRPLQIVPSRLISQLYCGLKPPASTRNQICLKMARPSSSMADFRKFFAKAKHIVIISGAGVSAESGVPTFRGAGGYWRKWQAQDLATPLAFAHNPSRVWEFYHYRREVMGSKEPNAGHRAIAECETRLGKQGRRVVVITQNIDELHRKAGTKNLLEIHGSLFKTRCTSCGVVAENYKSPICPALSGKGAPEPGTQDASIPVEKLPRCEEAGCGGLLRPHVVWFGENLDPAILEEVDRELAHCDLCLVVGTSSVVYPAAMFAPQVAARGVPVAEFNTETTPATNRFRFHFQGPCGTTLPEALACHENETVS
ARNT TACC3 PPI – disrupts binding between human ARNT and TACC3; Q9Y6A5; AlphaScreen His-ARNT PAS-B/GST-TACC3 binding, luminescence; TACC3 fragment carries E629A point mutation; inhibition, % at 9.99 µM; actives 0.66% (n = 390,000);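 active means mean inhibition of replicates at least 50% and at least half of replicates each reaching 50%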;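 further: 0% = complete ARNT plus TACC3 wells and 100% = ARNT alone without TACC3; many hits fall short of the cut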
miR-122 sensor – inhibitors of miR-122 in Huh7 cells | Huh7 miR-122 Renilla luciferase sensor, 48 h; neutral wells = 0, positive control = 100 | activation (reporter increase), % at 12.5 µM | actives 0.3% (n = 340,000);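 active means mean replicate activation score at least 90 and every replicate individually at or above 90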;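 further: higher luciferase means less miR-122 activity so hits act as miR-122 inhibitors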
* marks the source's active call; other numbers are inactive results; x = no result given; & = joins results of further samples; [ ] = another dose, or the depositor's remark.

1	C[C@@H]1C=C(C(=O)NCc2nc3ccccc3[nH]2)O[C@H](OCCCCO)C1
2	CC1CCN(C(=O)C2CCC(=O)N(Cc3ccc(Cl)cc3)C2)CC1 (stereo not drawn)
3	CN(CC1COc2ccccc2O1)C(=O)CSc1nncs1 (stereo not drawn)
4	O=C(C1CCN(S(=O)(=O)c2cccs2)CC1)N(c1ccccn1)C1CCCCC1
5	O=C(CCC1CCCC1)NNC(=O)c1ccccc1O
6	CCNC(=O)N1c2ccc(OC)cc2C(C)=CC1(C)C
7	Cc1cc(C(=O)Nc2cccc3c2O[C@H](CN(C)S(=O)(=O)c2cn(C)cn2)[C@@H](C)CN([C@@H](C)CO)C3=O)n(C)n1
8	O=C(COC(=O)COc1cccc(Br)c1)Nc1ccc(F)cc1F

Compound,1,2,3,4,5,6,7,8
Cneo AK release,0,1,x,0,-5,5,-2,x
Statin myotox sup,8,8,2,11,x,8,5,3
ARNT TACC3 PPI,-1,0,x,4,5,9,-9,x
SIRT5 inh,x,23*,-2,-6,-7,x,4,-1
ERp5 block,x,-4,-2,-2,6,x,-4,0
miR-122 sensor,-2,-3,-6,-3,x,-6,-1[16.7 µM],x
esBAF inh,-3,0,3,-2,x,-11,-1,2

9	COc1ccc(N(CC(=O)NCc2ccco2)S(=O)(=O)c2ccc(C)cc2)cc1
10	S=c1[nH]nc(/C=C/c2ccccc2)o1
11	CCC(C)C(=O)Nc1nc(C)c(-c2csc(Nc3ccccc3OC)n2)s1 (stereo not drawn)
12	O=[N+]([O-])c1ccc(NCCCNS(=O)(=O)c2ccccc2)c(Cl)c1
13	C[C@@H]1CCCCO[C@@H](CN(C)C(=O)c2ccncc2)[C@@H](C)CN([C@H](C)CO)C(=O)c2cc(NS(=O)(=O)c3cn(C)cn3)ccc2O1
14	Cc1ccc2nc(SCC(=O)Nc3ccc(F)cc3F)nc(=O)n2c1
15	C[C@H](CO)N1C[C@H](C)[C@H](CN(C)Cc2ccc(Cl)c(Cl)c2)OCCCC[C@H](C)Oc2ccc(NC(=O)C3CCCCC3)cc2C1=O
16	Cc1c(OCC(=O)N(C)C)ccc2c3c(c(=O)oc12)CCCCC3

Compound,9,10,11,12,13,14,15,16
Cneo AK release,3,x,-2,x,-1,1,5,1
Statin myotox sup,-4,x,-11,-10,x,-4,x,-3
ARNT TACC3 PPI,-27,-9,x,0,-15,-3,-4,-1
SIRT5 inh,x,2,x,x,-2,-7,-3,-8
ERp5 block,x,1,1,x,5,4,0,3
miR-122 sensor,15,x,x,5,5[16.7 µM],-4,1[16.7 µM],0
esBAF inh,7,x,1,-5,-2,14,10,-4

17	Cn1c(=O)[nH]c(=O)c2c1nc(Br)n2Cc1ccccc1Cl
18	O=C(CN1C(=O)NC2(CCCC2)C1=O)NCCc1ccc(F)cc1
19	O=C(CNCC1CCCO1)N1CCN(S(=O)(=O)c2ccc3ccccc3c2)CC1 (stereo not drawn)
20	Cc1ccccc1S(=O)(=O)NC(=O)C1(C)CCN1C(=O)C1CCCCC1 (stereo not drawn)
21	CC(=O)Nc1ccc(CNc2nc(NCc3cccs3)nc3ccsc23)cc1
22	Cc1nn(C)c(C)c1NC(=O)COc1ccccc1C#N
23	O=C(CCCn1c(=O)c2ccccc2n(CC(=O)N2CCN(c3ccccc3)CC2)c1=O)NCc1ccco1
24	CCOC(=O)C1=C(c2ccccc2)NC(SCC(N)=O)=C(C#N)C1c1cccnc1 (stereo not drawn)

Compound,17,18,19,20,21,22,23,24
Cneo AK release,4,1,-2,-4,-1,0,4,-2
Statin myotox sup,-12,-4,2,-5,-9,-8,x,-3
ARNT TACC3 PPI,-10,-3,-10,x,x,-4,2,0
SIRT5 inh,x,x,x,x,1,-2,2,x
ERp5 block,x,8,x,4,5,x,-1,x
miR-122 sensor,-4,0,-14,x,-2,-11,0,2
esBAF inh,-2,2,-9,12,1,2,x,2

25	C[C@@H]1CN([C@H](C)CO)C(=O)c2cc(NS(=O)(=O)c3ccccc3)ccc2O[C@H]1CN(C)C(=O)Nc1ccc(F)cc1
26	C[C@@H]1CN([C@H](C)CO)C(=O)CCCn2cc(nn2)CO[C@@H]1CN(C)Cc1ccc(Oc2ccccc2)cc1
27	Cc1cccc(C)c1NC(=O)CSc1nnc(Cc2ccccc2)o1
28	Cn1c(CNc2ccc(Cl)cc2)nnc1SCCN1CCCCC1
29	CO[C@H]1CN(C)C(=O)c2ccc(NC(=O)Nc3ccccc3F)cc2OC[C@H](C)NC[C@@H]1C
30	COc1ccc(NC(=O)N(C)C[C@@H]2OCc3cn(nn3)CCCC(=O)N([C@H](C)CO)C[C@H]2C)cc1
31	CN(CC(=O)Nc1cccc(F)c1)C(=O)CCCc1c[nH]c2ccccc12
32	Cc1noc(/C=C/Nc2ccc(F)cc2F)c1[N+](=O)[O-]

Compound,25,26,27,28,29,30,31,32
Cneo AK release,-1,-16,0,7,-3,0&-2,0,x
Statin myotox sup,23,-7,5,-23,-5,4&-23,8,x
ARNT TACC3 PPI,-20,0,-6,7,15,-3,5,-3
SIRT5 inh,1,-5,x,x,-3,-1,-1,5
ERp5 block,6,7,x,x,1,8&1,4,-4
miR-122 sensor,0[16.7 µM],0[16.7 µM],0,4,5[16.7 µM],4,-4,x
esBAF inh,2,0,-2,9,2,2&0,-1,x

33	CCCc1cc(=O)[nH]c(SCC(=O)N(C)CC(=O)Nc2ccccc2CC)n1
34	COc1cc(F)c(S(=O)(=O)N2CCOc3ccccc32)cc1OC
35	COCC(=O)Nc1ccccc1Br
36	CCC(=O)N1CC[C@@H]2[C@@H](CO)N(C)c3ccc(-c4ccc(F)cc4)cc3[C@@H]21
37	COCC(=O)Nc1ccc2c(c1)[C@@H]1C[C@@H](CC(=O)N[C@@H](C)c3ccccc3)O[C@H](CO)[C@@H]1O2
38	COc1cccc(NC(=O)CN2C(=O)COc3ccc(S(=O)(=O)N4CCCCCC4)cc32)c1
39	CC(C)(C)Sc1ccc(N)nc1
40	O=C(Nc1ccc2c(c1)OCCO2)C1CCN(C(=O)c2ccc(F)cc2)CC1

Compound,33,34,35,36,37,38,39,40
Cneo AK release,-1,-1,x,8,-2,17,-1,-2
Statin myotox sup,9,-8,x,-7,1,9,3,-8
ARNT TACC3 PPI,-8,-7,-19,17,x,11,-7,0
SIRT5 inh,x,-5,-1,4,4,-1,x,x
ERp5 block,x,2,4,5,-4,-3,x,x
miR-122 sensor,6,1,x,0[16.7 µM],0[16.7 µM],x,-3,0
esBAF inh,-3,3,x,-4,-3,6,3,36

A different layout for 4 compounds above:
36) CCC(=O)N1CC[C@@H]2[C@@H](CO)N(C)c3ccc(-c4ccc(F)cc4)cc3[C@@H]21
- Cneo AK release: 8
- Statin myotox sup: -7
- ARNT TACC3 PPI: 17
- SIRT5 inh: 4
- ERp5 block: 5
- miR-122 sensor: 0[16.7 µM]
- esBAF inh: -4
37) COCC(=O)Nc1ccc2c(c1)[C@@H]1C[C@@H](CC(=O)N[C@@H](C)c3ccccc3)O[C@H](CO)[C@@H]1O2
- Cneo AK release: -2
- Statin myotox sup: 1
- ARNT TACC3 PPI: x
- SIRT5 inh: 4
- ERp5 block: -4
- miR-122 sensor: 0[16.7 µM]
- esBAF inh: -3
38) COc1cccc(NC(=O)CN2C(=O)COc3ccc(S(=O)(=O)N4CCCCCC4)cc32)c1
- Cneo AK release: 17
- Statin myotox sup: 9
- ARNT TACC3 PPI: 11
- SIRT5 inh: -1
- ERp5 block: -3
- miR-122 sensor: x
- esBAF inh: 6
39) CC(C)(C)Sc1ccc(N)nc1
- Cneo AK release: -1
- Statin myotox sup: 3
- ARNT TACC3 PPI: -7
- SIRT5 inh: x
- ERp5 block: x
- miR-122 sensor: -3
- esBAF inh: 3

Reformatted with two lines to a compound: entries from further up.
The line under a structure holds: Cneo AK release, Statin myotox sup, ARNT TACC3 PPI, SIRT5 inh, ERp5 block, miR-122 sensor, esBAF inh
14) Cc1ccc2nc(SCC(=O)Nc3ccc(F)cc3F)nc(=O)n2c1
    1, -4, -3, -7, 4, -4, 14
15) C[C@H](CO)N1C[C@H](C)[C@H](CN(C)Cc2ccc(Cl)c(Cl)c2)OCCCC[C@H](C)Oc2ccc(NC(=O)C3CCCCC3)cc2C1=O
    5, x, -4, -3, 0, 1[16.7 µM], 10

Next section.
41	Cc1ccc(NC(=O)CSc2nc3ccccc3c(=O)n2CCCN2CCCCC2)cc1Cl
42	C[C@H]1CN([C@@H](C)CO)C(=O)Cc2cc(NC(=O)C3CC3)ccc2O[C@H]1CN(C)C(=O)Nc1cccc2ccccc12
43	C=C(C)c1cccc(C(C)(C)NC(=O)NCC2CCCO2)c1 (stereo not drawn)
44	CC(=O)NC(=S)NNC(=O)CCc1ccccc1
45	COc1ccc(Cc2nc3ccccc3c(=O)n2N)cc1OC
46	CCN(CC)CCn1c(/N=C/c2ccc(OC)c(OC)c2)nc2ccccc21
47	O=C(Nc1nc2ccsc2c(=O)s1)C1CCC1
48	N#CCc1ccc(OC(=O)c2cnccc2C(F)(F)F)cc1

Compound,41,42,43,44,45,46,47,48
Cneo AK release,1,x,1,x,x,-1,0,-1
Statin myotox sup,-23,-1,-9,x,x,-9,x,-2
ARNT TACC3 PPI,10,x,-6,34,0,x,2,-9
SIRT5 inh,-8,x,x,-3,8,0,x,3
ERp5 block,1,x,x,3,7,2,5,4
miR-122 sensor,-9,-7[16.7 µM],-6,x,x,-2,3,-4
esBAF inh,1,-2,0,x,x,-3,x,-3

49	NCCc1nnc(SCc2ccccc2F)o1
50	CC1CCCC(C)N1C(=O)COC(=O)c1cc(Br)ccc1Cl (stereo not drawn)
51	CCC1CCCCN1CCCNC(=O)c1c(O)nc2ccccn2c1=O (stereo not drawn)
52	C[C@@H]1CN([C@H](C)CO)C(=O)c2cc(-c3cccc(F)c3)cnc2O[C@H]1CN(C)C
53	N/C(=N\OC(=O)c1ccco1)c1cccnc1
54	COc1ccc(-n2cnc3c(sc4nc(N5CCOCC5)c5c(c43)CCCC5)c2=O)cc1
55	Cc1noc(C)c1NC(=O)Nc1ccc2c(c1)CC(=O)N([C@H](C)CO)C[C@@H](C)[C@@H](CN(C)Cc1ccc3c(c1)OCO3)O2
56	Cc1ccc(NC(=O)CN2C(=O)c3ccccc3C2=O)nc1

Compound,49,50,51,52,53,54,55,56
Cneo AK release,0,x,1,0,x,0,x,x
Statin myotox sup,3,x,-5,10,x,-7,13,x
ARNT TACC3 PPI,-13,-7,1,-2,-4,-3,x,0
SIRT5 inh,x,-1,32*,-2,-6,-8,x,0
ERp5 block,x,1,-1,4,-4,-3,x,3
miR-122 sensor,-2,x,-2,12[16.7 µM],x,-1,-5[16.7 µM],-3
esBAF inh,0,x,1,3,x,2,2,x

57	COc1ccc(S(=O)(=O)N2CCC(C(=O)NCCCc3ccccc3)CC2)cc1
58	CC(C)NC(=O)N(C)C[C@H]1Oc2ncc(-c3cncnc3)cc2C(=O)N([C@@H](C)CO)C[C@@H]1C
59	O=C(Cc1c(F)c(F)c(F)c(F)c1F)OC12CC3CC(C1)C(=O)C(C3)C2
60	O=S(=O)(c1cccs1)N1CCCCN2[C@@H](CO)[C@@H](c3ccc(/C=C/c4ccccc4)cc3)[C@@H]2C1
61	COc1cccc(C(c2sc3nc(C)nn3c2O)N2CCN(c3ccccc3F)CC2)c1 (stereo not drawn)
62	CC(CC(=O)Nc1ccc2c(c1)c(=O)n(C)n2Cc1ccc(Cl)cc1)C(F)(F)F (stereo not drawn)

Compound,57,58,59,60,61,62
Cneo AK release,-1,4,2,4,2,0
Statin myotox sup,2,2,-10,22,25,22
ARNT TACC3 PPI,0,x,-3,22,9,x
SIRT5 inh,-1,-3,x,-3,x,-3
ERp5 block,-9,10,x,3,x,7
miR-122 sensor,-3,x,4,-4[16.7 µM],-8,4
esBAF inh,2,2,2,3,1,27
